Screening data: PubChem BioAssay, Sanford-Burnham Center for Chemical Genomics
APOBEC3G inh = inhibitors of human APOBEC3G DNA deaminase; Q9HC16; recombinant A3G, ssDNA deamination FAM/TAMRA fluorescence; inhibition, % at 20 µM; 0.28% of 330,000 active;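 active means inhibition of at least 40% at 20 µM, with no more than 30% in the related APOBEC3A deaminase screen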;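 further: plate controls were DMSO wells with A3G for no effect and wells lacking A3G enzyme for full effect; some compounds called inactive have numbers as strong as hits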
mIAP activ = increases mouse intestinal alkaline phosphatase activity | muIAP, CDP-Star luminescence, 30 min; active compounds read high; 1 = vehicle-only enzyme signal, 0 = enzyme-free wells | activation factor at 10 µM | 0.24% of 330,000 active | AID 2805;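 active means activation factor of at least 2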; further: the source names both 10 and 20 µM as test concentration; values of inactives mirror those of a sister screen read the other way
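Assay system: mouse IAP enzyme / Compound: DMSO-dissolved test compounds / Timing: 30 min, room temperature / Measured by: luminescence from enzymatic CDP-Star hydrolysis / Control set: DMSO-only wells, enzyme-free buffer wells as negative control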
hIAP act = increases human intestinal alkaline phosphatase activity. 0.16% of 330,000 active. activation factor at 10 µM. purified human IAP, CDP-Star luminescence, 30 min; active compounds read high; 1 = vehicle-only enzyme, 0 = enzyme-free background. AID 2524. P09923;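 active means activation factor of the enzyme at least 2-fold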; further: the source names both 10 and 20 µM as test concentration; values of inactives mirror those of a sister screen read the other way
Target sequence (P09923 whole entry, looked up): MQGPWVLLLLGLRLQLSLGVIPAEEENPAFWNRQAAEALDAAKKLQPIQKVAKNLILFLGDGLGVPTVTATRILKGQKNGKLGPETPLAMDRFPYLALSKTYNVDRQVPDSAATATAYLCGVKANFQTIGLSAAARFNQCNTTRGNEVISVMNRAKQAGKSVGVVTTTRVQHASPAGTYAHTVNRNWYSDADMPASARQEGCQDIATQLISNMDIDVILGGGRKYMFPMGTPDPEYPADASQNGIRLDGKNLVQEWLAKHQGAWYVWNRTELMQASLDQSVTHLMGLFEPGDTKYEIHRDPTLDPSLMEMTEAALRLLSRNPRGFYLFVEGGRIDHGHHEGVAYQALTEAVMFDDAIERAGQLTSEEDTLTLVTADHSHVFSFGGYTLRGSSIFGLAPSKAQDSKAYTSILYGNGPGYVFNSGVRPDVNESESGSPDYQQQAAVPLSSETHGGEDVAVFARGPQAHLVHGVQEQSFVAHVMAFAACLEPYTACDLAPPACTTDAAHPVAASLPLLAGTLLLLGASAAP
MIN6 prolif = inducers of beta-cell replication in MIN6 cells | 0.29% of 330,000 active | proliferation, % at 10 µM | MIN6 cells proliferation, ATPlite luminescence, 48 h; cells starved in 0.2% serum; 100% = growth in 10% serum | AID 2380;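 active means compounds whose signal lies at least 3.5 SD above the mean of all wells on their plate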;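 further: 0% = DMSO-treated cells in low-serum medium and 100% = 10% serum control; some compounds called inactive have numbers as strong as hits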
mIAP inh = blocks mouse intestinal alkaline phosphatase | 0.2% of 330,000 active | purified mouse IAP, CDP-Star luminescence, 30 min | inhibition, % at 10 µM;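 active means inhibition of at least 40% at 10 µM in the primary screen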;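 further: plate controls were DMSO with enzyme for no effect and no enzyme wells for full effect; values of inactives mirror those of a sister screen read the other way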
MPTP inh = permeability transition pore inhibition; inhibition, % at 10 µM; 1.4% of 360,000 active; isolated mouse mitochondria, Ca2+ swelling absorbance, 30 min;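 active means inhibition of 50% or more, scaled per plate between neutral and stimulator controls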;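 further: 0% = DMSO wells given calcium and 100% = 1 mM EGTA wells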
A3A deaminase = human APOBEC3A DNA deaminase inhibition | 0.41% of 330,000 active | recombinant A3A, FAM/TAMRA ssDNA deamination fluorescence | P31941 | inhibition, % at 20 µM;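 active means at least 40% inhibition at 20 µM here, with at most 30% in a related deaminase screen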;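 further: plate controls were A3A with DMSO for no effect and wells lacking A3A enzyme for full effect; some results filed as inactive read as strong as hits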
Target sequence (P31941 whole entry, looked up): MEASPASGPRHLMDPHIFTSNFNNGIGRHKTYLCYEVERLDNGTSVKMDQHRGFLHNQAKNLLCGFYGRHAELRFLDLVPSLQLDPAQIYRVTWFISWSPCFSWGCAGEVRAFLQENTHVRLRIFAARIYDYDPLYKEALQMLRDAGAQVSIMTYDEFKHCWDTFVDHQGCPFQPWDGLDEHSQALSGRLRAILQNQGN
hIAP inh = blocks human intestinal alkaline phosphatase | inhibition, % at 10 µM | AID 2544 | 0.12% of 330,000 active | purified IAP, CDP-Star luminescence, 30 min | P09923;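 active means inhibition reaching a set limit with compound at 10 µM in the primary screen, cut at about 35% in these data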;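 further: plate controls were DMSO wells with enzyme for no effect and no-enzyme buffer wells for full effect; values of inactives mirror those of a sister screen read the other way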
ATG4B inhibitor = inhibitors of human ATG4B cysteine protease | Q9Y4P1 | ATG4B cleavage of LC3-PLA2, NBD-HPC fluorescence, 1 h | inhibition, % at 8.33 µM | 0.51% of 340,000 active | AID 504462; in the data active means inhibition above about 40%
* hit, by the source's call; / = not tested or not shown.

SMILES | APOBEC3G inh | mIAP activ | hIAP act | MIN6 prolif | mIAP inh | MPTP inh | A3A deaminase | hIAP inh | ATG4B inhibitor
CCn1c(CN2CCN(Cc3ccc(C)cc3)C(CCO)C2)nc2ccccc21 (centres undefined) | -5 | 0.97 | 0.96 | 5 | 3 | 0.6 | -3 | 4 | -6
Cc1ccc2c(C)nc(N/C(N)=N/S(=O)(=O)c3ccccc3)nc2c1 | 3 | 1 | 0.99 | 0 | -1 | 1.7 | -5 | 1 | 2
COc1cc2c(cc1OC)CN(C(=O)c1ccc(OC)c(S(=O)(=O)N3CCCC3)c1)CC2 | 6 | 1 | 1.1 | 7 | -4 | -0.7 | 4 | -10 | 6
CC(C)OC(=O)CSc1nnc(-c2cnccn2)n1Cc1ccco1 | -4 | 1.1 | 1.1 | 1 | -6 | -1.7 | -2 | -11 | -16
O=C1CCc2cc(S(=O)(=O)N3CCC(C(=O)NC4CCCC4)CC3)ccc2N1 | -4 | 1 | 1.1 | 4 | -4 | -0.2 | 11 | -15 | -10
COc1ccc(CN2CCC(=O)N([C@H](CO)CC(C)C)CC2)cc1 | -4 | 0.97 | 0.94 | -1 | 3 | -0.6 | -5 | 6 | 0
COc1ccc(CCN2CC(C(=O)Nc3cccc(C(C)=O)c3)CC2=O)cc1OC (centres undefined) | -8 | 0.92 | 0.93 | 0 | 8 | -0.5 | 1 | 7 | 0
O=C(Nc1ccc(C(=O)N2CCCCC2)cc1)c1ccccc1Br | -6 | 0.89 | 1.1 | -1 | 11 | -0.1 | -2 | -8 | -1
Cc1ccc(SCC(=O)O/N=C(\N)c2ccc([N+](=O)[O-])cc2)cc1 | -6 | 0.91 | 0.82 | -2 | 9 | -1.0 | -1 | 18 | 9
COC(=O)CNC(c1ccccc1)c1cc(Br)ccc1NC(=O)CCN1CCOCC1 (centres undefined) | 0 | 1 | 1.2 | -6 | -4 | -0.8 | 0 | -20 | -7
CC(=O)Nc1ccc2c(c1)OCCO2 | -3 | 0.96 | 0.87 | 2 | 4 | 1.1 | -1 | 13 | -15
CC(C)(C)c1[nH]nc2c1C(c1ccsc1)C(C#N)=C(N)O2 (centres undefined) | -2 | 0.98 | 1 | -3 | 2 | 2.0 | 1 | -1 | -8
COc1cccc(NC(=S)N/N=C2\CC(C)(C)Oc3ccc(O)cc32)c1 | -2 | 0.83 | 1.2 | 1 | 16 | 5.9 | -2 | -18 | -25
COc1ccc2nc(SCC(=O)NCc3ccc(OC)c(OC)c3)[nH]c2c1 | -7 | 0.96 | 1.3 | -1 | 4 | -1.9 | -1 | -31 | 0
CCn1nnnc1SCC(=O)NCc1ccc2c(c1)OCO2 | -2 | 0.98 | 1 | 0 | 2 | -0.3 | -4 | -2 | 3
CC(=O)n1cc([C@@H]2C=C(C(=O)Nc3ccccc3)O[C@H](OCCCCO)C2)c2ccccc21 | -12 | 0.96 | 0.74 | 2 | 4 | -0.5 | -2 | 26 | -12
O=C(Nc1cccs1)Nc1c(F)c(F)c(F)c(F)c1F | 0 | 1 | 0.88 | -5 | -1 | 96* | 3 | 12 | 5
Cc1cc(C)nc(Nc2ccccc2Br)n1 | -5 | 0.88 | 0.88 | 0 | 12 | -1.7 | -2 | 12 | 1
COc1ccc(CNC(=O)COC(=O)c2ccccc2C(=O)c2ccccc2)cc1 | 12 | 0.99 | 1.1 | 0 | 0 | -0.7 | 5 | -8 | -6
COc1ccccc1CNC(=O)COC(=O)[C@H](Cc1c[nH]c2ccccc12)NC(=O)c1cccs1 | -5 | 1.1 | 0.81 | 0 | -12 | -9.5 | -4 | 19 | -5
COC(=O)Cn1ccc(N(C)C)c(C#N)c1=O | -3 | 0.98 | 0.96 | 1 | 2 | -0.4 | 1 | 4 | -6
COC(=O)c1ccc(NC(=O)COc2cccc(-n3cnnn3)c2)cc1 | -5 | 0.93 | 1 | 0 | 8 | -0.9 | 3 | -4 | 5
Cc1cccc(-c2nc(CS(=O)CC(=O)NCc3ccco3)c(C)o2)c1 (centres undefined) | -3 | 0.89 | 0.99 | -2 | 11 | -2.4 | -5 | 1 | -7
CC(C)c1nnc(NC(=O)CSc2nnc(NC(=O)c3c(F)cccc3F)s2)s1 | 12 | 0.96 | 1.1 | 1 | 4 | -2.5 | 3 | -8 | 0
CCOc1cc(C(=O)N(C)Cc2cc3ccccc3[nH]c2=O)cc(OCC)c1OCC | -9 | 1 | 1.5 | -1 | 0 | 1.4 | -6 | -52 | -5
Cc1cc(C)n(-c2nc(SCC(=O)O)c3c4c(sc3n2)CCCC4)n1 | -3 | 0.98 | 0.89 | -2 | 2 | / | 0 | 12 | /
O=C(NCc1ccccc1)C(=O)NCC1OCCN1C(=O)c1ccc(Cl)cc1 (centres undefined) | -3 | 1.1 | 0.94 | 1 | -10 | 6.8 | 1 | 6 | 0
O=C(NCC(c1ccco1)N1CCCC1)c1cccc(NS(=O)(=O)c2ccc(Br)cc2)c1 (centres undefined) | -8 | 1 | 1 | 0 | -2 | 0.6 | -3 | -2 | 1
CCCc1[nH]nc2c1C(c1cc(OC)cc(OC)c1)C(C#N)=C(N)O2 (centres undefined) | -4 | 0.99 | 0.98 | -2 | 0 | 2.2 | -1 | 2 | 2
CN(Cc1cn(C)nc1-c1ccc(Oc2ccccc2)cc1)C1CCOC1 (centres undefined) | -3 | 0.93 | 0.97 | -3 | 7 | 0.8 | 0 | 3 | -6
CC(C)CN1CCC(Oc2cccc(C(=O)NCCc3ccccc3)c2)CC1 | -4 | 1 | 1.2 | -1 | -5 | -1.0 | -7 | -16 | 3
Cc1ccc(CN2CCN(Cc3ccco3)CC2)cc1 | -3 | 0.98 | 1 | -1 | 2 | -0.2 | -6 | 0 | -3
CC1=C/C(=C\c2ccc(Br)o2)C(=O)O1 | 51 | 1.1 | 1.1 | -3 | -11 | -0.4 | 86 | -14 | 4
CCN(Cc1ccccc1)C(=O)CN1C(=O)NC(CC)(c2ccc(F)cc2)C1=O (centres undefined) | -3 | 1 | 1.1 | -2 | -2 | 0.1 | 0 | -11 | -2
CCOC(=O)C1CCN(C(=O)CS(=O)(=O)Cc2nc(-c3ccccc3Cl)oc2C)CC1 | 4 | 0.95 | 0.8 | -2 | 5 | -0.6 | 2 | 20 | -8
O=C(CSc1nc2cc(S(=O)(=O)N3CCOCC3)ccc2o1)NC1CCCc2ccccc21 (centres undefined) | 31 | 0.99 | 0.85 | -1 | 1 | -1.8 | 0 | 15 | 3
COc1ccc(C(=O)OCC(=O)NCc2ccco2)cc1S(=O)(=O)N1CCN(c2cccc(Cl)c2)CC1 | 2 | 1 | 0.83 | -1 | 0 | 3.2 | 4 | 17 | -13
Cc1cccn2c(=O)c3cc(C#N)c(=O)n(-c4c(C)n(C)n(-c5ccccc5)c4=O)c3nc12 | 2 | 0.93 | 0.89 | 0 | 7 | 0.3 | 5 | 11 | 4
CCN(Cc1nc(-c2ccc(OC)cc2)no1)C(=O)c1ccc2c(c1)OCO2 | -10 | 0.96 | 1 | 0 | 4 | -2.1 | -2 | 0 | -7
COc1nc(-c2ccc(Cl)cc2)ccc1-c1noc(-c2cccs2)n1 | -4 | 0.9 | 0.94 | -5 | 10 | 0.8 | -2 | 6 | 9
COc1ccc(CN(C(=O)c2cccs2)C(C(=O)NC2CCCCC2)c2ccc3ncccc3c2)cc1 (centres undefined) | 9 | 1.1 | 0.91 | -4 | -8 | -0.1 | 2 | 10 | -6
O=C(CSc1nc2ccccc2n1Cc1ccccc1)N/N=C/c1ccco1 | -4 | 1 | 0.84 | 1 | -1 | -1.9 | 2 | 16 | 17
Cc1noc(C)c1COc1ccc(CC(=O)NCCc2ccccn2)cc1 | -6 | 1 | 0.89 | 0 | -2 | 1.1 | -3 | 11 | 3
CC(=O)N(C(C)=O)S(=O)(=O)c1ccc(N=NN2CCOCC2)cc1 | -10 | 0.99 | 0.82 | 0 | 1 | 1.4 | -1 | 18 | 1
COc1ccc(/C=N/NC(=O)CSCC(=O)Nc2ccccc2)cc1 | -6 | 1.1 | 0.94 | -1 | -6 | 2.1 | 1 | 6 | -9
CC1CCC/C(=N\NC(=S)Nc2ccccc2)C1 (centres undefined) | -7 | 0.86 | 0.89 | 0 | 14 | -0.1 | 1 | 11 | -15
CCS(=O)(=O)c1ccc(-c2cccc(NC(=O)COc3ccccc3)c2)nn1 | -6 | 1 | 1.1 | -2 | -3 | 0.6 | -3 | -7 | 8
COc1ccc(/C=C2\Oc3ccccc3C2=O)cc1 | 1 | 0.85 | 1 | -5 | 15 | 7.7 | 1 | -4 | -7
COc1cccc(C2CC(c3ccc(NS(C)(=O)=O)cc3)=NN2C(=O)c2ccccc2)c1OC (centres undefined) | 0 | 1 | 0.94 | -2 | -2 | 0.5 | 0 | 6 | -17
COc1cccc(C(=O)NNC(=O)C(=O)Nc2ccc(C)cc2)c1 | -5 | 0.94 | 1.6 | -1 | 6 | -0.3 | -2 | -56 | 2
COc1ccc(NC(=O)c2sc3nc(C)cc(C)c3c2N)cc1 | -9 | 1.1 | 0.85 | -3 | -6 | 3.7 | -7 | 15 | -9
CSc1ccc(S(=O)(=O)N2CCC(C(=O)NCCc3ccccc3)CC2)cc1 | -7 | 1.2 | 1.2 | -2 | -18 | -1.3 | -6 | -16 | -3
O=C(CCSc1nnc2ccccn12)Nc1ccc2c(c1)OCO2 | -3 | 0.92 | 0.96 | 2 | 8 | -0.2 | -2 | 4 | -6
COc1cc2[nH]c(C(=O)N3CCN(c4ccc(F)cc4)CC3)cc2c(OC)c1OC | -9 | 0.99 | 0.94 | -2 | 0 | 0.3 | -4 | 6 | 4

In the list so far, 7 have a thiophene ring, fused or not:
SMILES | APOBEC3G inh | mIAP activ | hIAP act | MIN6 prolif | mIAP inh | MPTP inh | A3A deaminase | hIAP inh | ATG4B inhibitor
CC(C)(C)c1[nH]nc2c1C(c1ccsc1)C(C#N)=C(N)O2 (centres undefined) | -2 | 0.98 | 1 | -3 | 2 | 2.0 | 1 | -1 | -8
O=C(Nc1cccs1)Nc1c(F)c(F)c(F)c(F)c1F | 0 | 1 | 0.88 | -5 | -1 | 96* | 3 | 12 | 5
COc1ccccc1CNC(=O)COC(=O)[C@H](Cc1c[nH]c2ccccc12)NC(=O)c1cccs1 | -5 | 1.1 | 0.81 | 0 | -12 | -9.5 | -4 | 19 | -5
Cc1cc(C)n(-c2nc(SCC(=O)O)c3c4c(sc3n2)CCCC4)n1 | -3 | 0.98 | 0.89 | -2 | 2 | / | 0 | 12 | /
COc1nc(-c2ccc(Cl)cc2)ccc1-c1noc(-c2cccs2)n1 | -4 | 0.9 | 0.94 | -5 | 10 | 0.8 | -2 | 6 | 9
COc1ccc(CN(C(=O)c2cccs2)C(C(=O)NC2CCCCC2)c2ccc3ncccc3c2)cc1 (centres undefined) | 9 | 1.1 | 0.91 | -4 | -8 | -0.1 | 2 | 10 | -6
COc1ccc(NC(=O)c2sc3nc(C)cc(C)c3c2N)cc1 | -9 | 1.1 | 0.85 | -3 | -6 | 3.7 | -7 | 15 | -9
